# Compound activity as filed in PubChem.
# GALK inh: inhibitors of human galactokinase. P51570. Purified GALK, Kinase-Glo residual ATP luminescence. Potency, µM (titrated, usually from 57.5 µM), for the others: at the top dose activity change, negative = inhibition, hits mostly inhibitors. actives 0.007% (n = 270,000). AID 1868; also: potency is read from the fitted curve at half-maximal effect
#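 ATP-depletion format; final 35 uM ATP, 100 uM D-galactose, 5 nM enzyme; pH 8.0 HEPES/Mg2+ buffer; 60 min RT; luminescence read 10 min after detection reagent.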
# BCR signal inh: chronic active BCR signaling inhibition; ABC-DLBCL IkBa-CBG/CBR reporter, luminescence ratio, 4 h; Potency, µM (top dose mostly 46.1 µM), for the others: at the top dose ratio change, negative = lower green/red ratio, hits mostly inhibitors; actives 0.05% (n = 340,000); active = well fitted inhibition curve with a large enough effect in the signal ratio, with a control signal flat, not every such curve was filed as active; inconclusive = small, poorly fitted or top-dose-only effect, or effect the other way, or a change in a side signal; the % refers to the signal ratio;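 also: potency is read from the fitted curve at half-maximal effect; plate controls were basal doxycycline-induced cells for no effect and cells given 10 µM MG132 for full effect; MG132 reads +100%, hits lower the ratio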
#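 Compounds up to 46 uM were incubated four hours with TMD8 cells whose green CBG68 luciferase is fused to IkappaBalpha; red CBR luminescence normalised the signal, and concentration-effect curves were fitted to fusion, red and ratio data.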
# Coupling enz: coupling enzyme interference in Giardia aldolase counter-screen; AID 2472; activity change, negative = inhibition, % at 58.2 µM, hits read low; actives 0.67% (n = 290,000); coupling enzyme system counterscreen, AmpLite Red fluorescence; in the data active = activity change below about -30%
#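 Final compound at 57.5 uM, incubated 10 min at RT with coupling enzyme reagent (glyceraldehyde-3-phosphate), then 20 min with substrate and AmpLite Red detection. Fluorescence read at 525/598 nm; tests interference with the coupling assay, not aldolase inhibition.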
# USP2a block: blocks human ubiquitin-specific protease USP2a. USP2 core, Ub-CHOP2 coupled fluorogenic reporter, 485/531. Potency, µM (top dose mostly 38.3 µM), without a hit: at the highest dose activity change, negative = inhibition, usual class: inhibitors. actives 0.01% (n = 330,000);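 also: potency is read from the fitted curve at half-maximal effect; plate controls were DMSO wells for no effect and full inhibition by NEM control for full effect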
#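 Deubiquitinase activity read as fluorescence (485/531 nm) after Ub-CHOP2 cleavage activates the enterokinase reporter on its substrate; USP2 core 10nM, Ub-CHOP2 and substrate 25nM each, 30min compound preincubation then 60min RT; data normalized to NEM, curves fitted.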
# hERG WT inh: inhibitors of human wildtype KCNH2 potassium channel | U2OS, BacMam KCNH2, thallium flux FluxOr; active compounds read low | Q12809 | actives 0.37% (n = 340,000) | activity change, % at 1.84 µM;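 active = maximum activity change below -70%; inconclusive = maximum activity change between -70% and -50%; inactive = maximum activity change above -50%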
#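 U2OS cells transduced with wild-type KCNH2 virus are loaded with FluxOr dye for 45 min, and thallium flux is measured in kinetic reads before and after stimulation buffer. Rate constants are normalized to DMSO controls.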
# PKM2 act: increases activity of human pyruvate kinase M2 | actives 0.34% (n = 260,000) | Potency, µM (doses to about 57.5 µM), inactives show at the highest dose activation, hits mostly activators | P14618 | purified PKM2, Kinase-Glo ATP luminescence, activation; response scale: 0% is enzyme alone, no compound; also: potency is read from the fitted curve at half-maximal effect; nearly all actives have a fitted effect of over 55% in size
# Target sequence (P14618 whole entry, looked up): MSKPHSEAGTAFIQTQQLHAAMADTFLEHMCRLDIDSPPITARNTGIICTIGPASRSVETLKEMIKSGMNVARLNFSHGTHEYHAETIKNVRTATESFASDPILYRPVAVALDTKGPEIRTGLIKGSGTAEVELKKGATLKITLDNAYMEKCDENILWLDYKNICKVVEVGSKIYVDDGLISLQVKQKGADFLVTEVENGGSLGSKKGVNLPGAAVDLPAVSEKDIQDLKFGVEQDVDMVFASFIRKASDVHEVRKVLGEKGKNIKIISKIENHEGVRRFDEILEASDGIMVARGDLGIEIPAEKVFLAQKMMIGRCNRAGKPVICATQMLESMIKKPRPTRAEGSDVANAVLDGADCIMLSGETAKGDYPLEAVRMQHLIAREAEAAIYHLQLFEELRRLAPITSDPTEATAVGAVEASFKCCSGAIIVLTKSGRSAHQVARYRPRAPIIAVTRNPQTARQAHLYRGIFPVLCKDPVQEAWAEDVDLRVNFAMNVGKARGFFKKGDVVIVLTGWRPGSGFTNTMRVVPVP
#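 ATP formation by purified human PK-M2, quantified via coupled luciferase luminescence after 1 h at room temperature with 0.1 mM ADP and 0.5 mM PEP final.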
# Eya2 phos inh: inhibitors of human Eya2 phosphatase activity; O00167; recombinant Eya2, OMFP fluorescence dephosphorylation (OMFP is methylfluorescein phosphate); Potency, µM (series often up to 76.9 µM), inactives show at the top dose activity, negative = inhibition, usual class: inhibitors; actives 0.006% (n = 330,000); AID 488837; also: potency is read from the fitted curve at half-maximal effect
# Target sequence (O00167 whole entry, looked up): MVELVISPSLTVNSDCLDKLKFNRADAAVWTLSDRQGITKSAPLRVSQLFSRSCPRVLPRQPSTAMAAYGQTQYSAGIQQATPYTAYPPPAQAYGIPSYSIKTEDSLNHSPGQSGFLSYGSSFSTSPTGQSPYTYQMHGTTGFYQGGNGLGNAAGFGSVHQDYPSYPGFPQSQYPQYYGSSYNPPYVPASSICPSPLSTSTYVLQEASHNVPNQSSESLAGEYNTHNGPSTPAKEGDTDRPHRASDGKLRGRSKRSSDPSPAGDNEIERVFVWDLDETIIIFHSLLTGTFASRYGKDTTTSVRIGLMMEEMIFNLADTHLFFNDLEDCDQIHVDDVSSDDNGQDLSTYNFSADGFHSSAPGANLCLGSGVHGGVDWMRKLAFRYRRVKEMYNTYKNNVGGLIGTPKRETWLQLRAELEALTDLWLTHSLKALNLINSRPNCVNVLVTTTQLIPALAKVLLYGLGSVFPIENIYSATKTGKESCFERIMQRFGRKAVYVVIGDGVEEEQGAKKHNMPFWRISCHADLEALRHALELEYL
#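 Eya2 (0.2 uM) preincubated 10 min at ambient with compound, then OMFP substrate added at 50 uM; 10 min reaction in 50 mM HEPES pH 7.5, 50 mM NaCl, 5 uM MgCl2, 0.05% BSA, 1 mM DTT. Fluorescence read at Ex 485/Em 525 nm.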
# Giardia kill: kills Giardia lamblia; Giardia lamblia trophozoite viability; activity change, % at 7.66 µM, hits read low; actives 0.15% (n = 340,000); in the data active = activity change below about -80%; inconclusive = between about -30% and that limit;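 also: parasites exposed to compound for two days anaerobically before the ATP read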
#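 Anaerobic 48 hrs incubation at 37 deg C of 100 trophozoites/well with test compounds; ATPLite 1-Step luminescence, 15-30 min RT, reports cellular ATP as viability.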
# B2AR arrestin: beta2AR (human) beta-arrestin recruitment activity. P07550. beta-arrestin recruitment to beta2AR, cell-based reporter. Potency, µM (titrated, usually from 46.1 µM), inactives show at the top dose activation, hits mostly activators. actives 0.02% (n = 330,000). AID 492947;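 also: potency is read from the fitted curve at half-maximal effect; 0% = DMSO controls and full agonism = EC100 isoproterenol or metaproterenol; nearly all actives have a fitted effect of over 65% in size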
# KCNH2 3.1 block: inhibitors of human KCNH2 3.1 potassium channel isoform | actives 0.95% (n = 340,000) | AID 720553 | activity change, % (tested at about 1.8 µM) | U2OS KCNH2 3.1, thallium flux FluxOr; active compounds read low;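 active = maximum activity change below -70%; inconclusive = maximum activity change from -70% to -50%; inactive = maximum activity change above -50%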;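 also: thallium influx rate constant from kinetic fluorescence after stimulation buffer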
#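 U2OS cells transduced with KCNH2 3.1 mutant virus (1.77 x 10^8 /mL, 4 h), plated overnight at 37 C, loaded 45 min with FluxOr dye plus Red40 quencher. Thallium flux rate constant from kinetic reads after stimulation buffer, normalised to controls.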
# uPA surface inh: blocks generation of uPA at the cell surface; cell surface uPA generation assay, qHTS; Potency, µM (highest dose often 38.3 µM), for the others: at the highest dose activity change, negative = inhibition, most hits filed as inhibitors; actives 0.31% (n = 330,000); AID 540303; active = well fitted inhibition curve with a large enough effect; inconclusive = small, poorly fitted or top-dose-only effect; inactive = no such curve, though single readings can be large or run the other way; tested in mouse RAW 264.7 cells; also: potency is read from the fitted curve at half-maximal effect; nearly all actives have a fitted effect of over 55% in size
# Active calls of the source: *; u = inconclusive; x = no result given; [ ] = another dose, or the depositor's remark. Unless noted, calls follow the shape of the dose curve; as a rule, active = well fitted curve in the direction sought with a large enough effect; inconclusive = small, poorly fitted or top-dose-only effect, or another doubt; inactive = no such curve, though single readings can be large; an effect the other way counts as inactive or inconclusive. Unless noted, % is scaled to controls: 0 for no effect and ±100 for the full control effect. Random draw from the library; overall some 2.4% were active at least once.
SMILES,GALK inh,BCR signal inh,Coupling enz,USP2a block,hERG WT inh,PKM2 act,Eya2 phos inh,Giardia kill,B2AR arrestin,KCNH2 3.1 block,uPA surface inh
C/C(=N\NC(=O)c1ccc(Cl)cc1)c1cccnc1,x,-5%,0,1%,0,x,-19%,5,2.2%,9,-10%
CCC(Oc1ccccc1)C(=O)Nc1nnc(S(=O)(=O)N2CCCC2)s1 (stereo not given),x,11%,11,0%,7,-1%,3%,9,0.5%,-15,9%
CCOc1ccccc1CNS(=O)(=O)c1ccc(-c2cnc(C3CC3)o2)cc1,-3%,u,x,3%,-17,x,2%,2,0.1%,-26,0.28µM*
CC1CN(c2ccc(NC(=S)NNCCC#N)cc2)CC(C)O1 (stereo not given),x,-3%,3,0%,5,1%,0%,-2,-0.4%,16,0%
COc1cc(OC)c2c(C)cc(=O)oc2c1C(CCN1CCOCC1)c1ccc2c(c1)OCO2 (stereo not given),1%,-16%,5,8%,x,7%,-4%,6,3.6%,x,-4%
CC(=O)c1ccc(NC(=S)NN2C(C)CCCC2C)cc1 (stereo not given),-7%,-2%,3,-2%,0,x,4%,-3,-0.2%,12,-3%
O=C1c2ccccc2C(O)(Cc2ccccc2)N1C1CCCCC1 (stereo not given),2%,x,-1,x,-11,0%,x,-19,x,-11,1%
CCN(CC)c1nc(N)n(CCSC(=S)N(C)C)c(=O)n1,0%,0%,7,1%,8,-15%,16%,u,0.0%,1,14%
CC(=O)N1c2ccc(S(=O)(=O)N3CCCCC3)cc2CC1C (stereo not given),5%,u,x,2%,-6,x,-1%,40[activator],-0.8%,15,4%
CCn1c(=O)cc(OCC(=O)NC2CC2)c2ccccc21,6%,-11%,x,3%,19,x,9%,11,-0.2%,12,-3%
Cc1ccc(S(=O)(=O)NCCC(=O)NC2CCN(Cc3ccccc3)CC2)cc1,x,-9%,x,-1%,2,x,-13%,10,8.2%,-1,4%
CCOc1ccc(OCCC(=O)N2CCN(S(=O)(=O)c3cccc(F)c3)CC2)cc1,x,11%,x,0%,12,x,-11%,2,-0.6%,16,7%
COc1ccc(OCC(O)CNC(=O)/C=C/c2cccc([N+](=O)[O-])c2)cc1 (stereo not given),1%,-1%,0,2%,-10,-2%,-5%,-16,-0.1%,-13,11%
O=C1CCCN1CCC(=O)N1CCCC(Nc2ccc(F)cc2)C1 (stereo not given),2%,-1%,x,0%,-2,-3%,-8%,3,-0.1%,7,-1%
COc1ccc(-n2ncc3c2CC(C)(C)CC3NC(=O)CSc2ccccn2)cc1 (stereo not given),-3%,3%,0,-5%,3,x,-13%,30,-0.6%,10,3%
CC(=O)NS(=O)(=O)c1ccc(NC(=O)C(C)NS(=O)(=O)/C=C/c2ccccc2)cc1 (stereo not given),x,3%,x,8%,5,x,-7%,u,0.0%,10,1%
Cc1cc(=O)oc2cc(OCC(=O)NC(Cc3c[nH]c4ccc(O)cc34)C(=O)O)c(Cl)cc12 (stereo not given),x,-30%,-6,0%,3,-11%,-2%,9,-0.8%,9,-4%
Cc1ccc(S(=O)(=O)N2CCN(C(=O)CSc3ncc(C(F)(F)F)cc3Cl)CC2)cc1,-1%,6%,1,-2%,0,9%,-3%,10,-1.8%,5,3%
COc1cc(OC)c2cc(C(=O)N[C@H](C(=O)N3CCC[C@H]3C(=O)O)C(C)C)n(C)c2c1,x,-14%,-4,1%,3,-2%,4%,12,-0.8%,6,-2%
CCOc1ccc(NC(=O)Nc2cc(C(C)C)ccc2C)cc1,-1%,-1%,4,0%,x,-4%,u,x,0.3%,x,x
CC(=O)c1nn(-c2ccccc2)cc1C(=O)c1cccc(Br)c1,2%,2%,7,2%,x,-1%,-1%,18,0.2%,3,8%
CCCCc1nc2sc3c(=O)n(N)cnc3c2c2c1CCC2,7%,2%,3,2%,5,3%,-1%,-2,10%,-7,-8%
CCCCCN1CN(S(=O)(=O)c2cccs2)c2nc3ccccc3nc21,0%,u,-5,-1%,4,8%,5%,-12,5.7%,-11,0%
Cc1ccnn1CCC(=O)O,-3%,0%,-1,-1%,-6,-2%,10%,u,0.3%,4,2%
O=C(CC(=O)N/N=C/c1cccs1)NCc1ccccc1,-1%,1%,2,-8%,7,7%,-7%,-4,-0.1%,11,5%
CC(C)CNC(=O)COC(=O)c1cncc(Br)c1,-1%,0%,-2,1%,4,-2%,9%,4,-1.3%,23,x
O=[N+]([O-])c1ccc(CN2CCN(c3ccc4ccccc4n3)CC2)cc1,-1%,u,0,0%,u,1%,-11%,-16,-0.3%,-99*,-2%
CCc1nnc(NC(=O)CSc2nnc(COc3ccccc3)n2-c2ccc(C)cc2)s1,2%,1%,2,-1%,6,-1%,7%,-5,-1.2%,15,2%
O=C(NN=C1CCCCCC1)c1cc(-c2ccccc2)nc2ccccc12,x,-18%,5,3%,-3,10%,-8%,24,-0.7%,1,-10%
NNC(=O)/C(=C/c1cccs1)NC(=O)c1ccccc1Cl,2%,11µM*,2,0%,1,2%,-3%,-18,0.4%,0,-8%
Cc1cccc(NC(=O)CNC(=O)c2cccc(S(=O)(=O)NCc3cccs3)c2)c1C,x,-7%,x,-1%,-2,x,3%,5,-0.1%,-11,-12%
Cc1nc(N2CCN(C(=O)CCC(=O)O)CC2)c2c(C)c(C)sc2n1,-2%,8%,5,0%,-4,-5%,-12%,6,0.3%,3,9%
O=C(Nc1ccnc(-c2cccnc2)n1)c1cccc(Cl)c1Cl,-2%,7%,1,1%,18,2%,-12%,-4,-0.2%,-5,-8%
CCN(CC)N=Nc1ccc(S(=O)(=O)N2CCSC2C(=O)O)cc1 (stereo not given),0%,3%,1,1%,x,3%,-4%,-7,0.0%,-17,-1%
CCn1nccc1C(=O)Nc1cc(Cl)cc(Cl)c1,0%,u,1,0%,3,3%,-13%,-12,-0.5%,-7,-3%
CC(=O)C[C@H](O)CC(=O)[C@H]1OC(=O)[C@H](C)C/C=C\Cc2ccccc21,x,9%,x,0%,-4,x,-11%,9,-0.2%,-4,-20%

# Entries of single compounds as entered above. Order of screens: GALK inh, BCR signal inh, Coupling enz, USP2a block, hERG WT inh, PKM2 act, Eya2 phos inh, Giardia kill, B2AR arrestin, KCNH2 3.1 block, uPA surface inh
# O=C(NN=C1CCCCCC1)c1cc(-c2ccccc2)nc2ccccc12 across the screens: x, -18%, 5, 3%, -3, 10%, -8%, 24, -0.7%, 1, -10%
# NNC(=O)/C(=C/c1cccs1)NC(=O)c1ccccc1Cl across the screens: 2%, 11µM*, 2, 0%, 1, 2%, -3%, -18, 0.4%, 0, -8%

# Additional results follow.
SMILES,GALK inh,BCR signal inh,Coupling enz,USP2a block,hERG WT inh,PKM2 act,Eya2 phos inh,Giardia kill,B2AR arrestin,KCNH2 3.1 block,uPA surface inh
COC(=O)c1ccc(CO/N=C/c2ccc(OC)cc2OC)cc1,-2%,u,-1,-15%,0,x,7%,3,4.0%,-5,3%
CCCOc1cccc(C(=O)Nc2ccc(CN3CCOCC3)cc2)c1,0%,u,-2,-1%,-4,0%,7%,-16,-1.0%,-7,-10%
O=C(c1cccc(NS(=O)(=O)c2ccc(F)cc2)c1)N1CCN(c2ccccc2)CC1,x,4%,x,-3%,5,x,-13%,8,-0.6%,5,-11%
O=C1CC(c2ccc(F)cc2)CC2=C1C(c1ccc([N+](=O)[O-])o1)Nc1ccccc1N2 (stereo not given),-2%,u,-4,1%,10,1%,-11%,-90*,-1.0%,3,-10%
Cc1cc(C)cc(OC(C)C(=O)Nc2ccc(S(=O)(=O)Nc3cc(C)nc(C)n3)cc2)c1 (stereo not given),6%,2%,x,-1%,-14,-6%,-25%,-2,-0.7%,-2,-10%
O=[N+]([O-])c1ccc(Nc2cccc(F)c2)nc1,1%,u,0,-2%,18,2%,-3%,7,1.0%,-9,-8%
S=C(Nc1ccc(Cl)cc1)N1CCCCC1,3%,u,2,1%,-1,-8%,5%,-18,-2.5%,-4,5%
O=C1CCCCN1CC(=O)N1CCCC(Nc2ccc(F)c(F)c2)C1 (stereo not given),0%,-4%,-3,-1%,-7,x,0%,10,-0.2%,-2,4%
COc1cccc(Oc2nnnn2-c2ccccc2)c1,-1%,1%,0,2%,2,-2%,11%,22,0.0%,11,0%
Cc1cc(C(=O)OCC(=O)Nc2cccc([N+](=O)[O-])c2)c(C)o1,x,-7%,x,2%,6,x,-19%,7,0.1%,0,14%
CCn1cc(CN2CCN(Cc3ccc(C)o3)C(CCO)C2)c2ccccc21 (stereo not given),-2%,-18%,0,2%,-6,0%,-1%,-24,-0.4%,-3,-9%
CC(C)(C)NC(=O)C(OC(=O)c1ccco1)c1ccccc1F (stereo not given),1%,0%,-2,0%,-5,1%,-4%,-6,4.0%,3,5%
COc1ccc(C(=O)N/C(=C\c2ccccc2)C(=O)NCCCn2ccnc2)cc1,6%,-2%,1,2%,-43,0%,3%,13,-0.2%,-35,1%
COC(=O)c1nnn(-c2nonc2N)c1CSc1nnc(C)s1,-2%,-17%,0,4%,1,13%,8%,-11,-0.4%,-16,-4%
